Source: PubChem (Emory University Molecular Libraries Screening Center)
14-3-3 PPI = 14-3-3 gamma protein interaction modulation | AID 422 | inhibition, % at 40 µM | FP, 14-3-3gamma / TMR-pS259-Raf peptide binding | P61981 | hit rate 0.19% among 160,000; in the data active = inhibition above about 30%;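 note: 0% = protein plus tracer without compound and 100% = blank with tracer alone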
Target sequence (P61981 whole entry, looked up): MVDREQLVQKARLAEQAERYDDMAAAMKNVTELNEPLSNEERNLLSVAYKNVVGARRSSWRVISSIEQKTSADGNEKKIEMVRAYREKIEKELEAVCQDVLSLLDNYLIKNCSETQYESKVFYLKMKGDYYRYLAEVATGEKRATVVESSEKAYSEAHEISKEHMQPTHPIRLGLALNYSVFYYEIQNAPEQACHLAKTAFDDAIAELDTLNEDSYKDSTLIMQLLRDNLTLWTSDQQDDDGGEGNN
* = called active by the depositor; & = joins results of further samples. An excerpt; rates above refer to the full screens.

SMILES | 14-3-3 PPI
CCOC(=O)C1CCCN(S(=O)(=O)c2ccc(NC(C)=O)cc2)C1 (configuration not stated) | 5
CCCCNC(=O)c1ccc2c(=O)n(C3CCCC3)c(=S)[nH]c2c1 | 0
COc1ccc(Cc2nnc(NC(=O)c3cccc(NC(=O)C(C)C)c3)s2)cc1 | -5
Cc1cc(C)nc(NC(=O)c2cnc3sccn3c2=O)n1 | -1
COc1cccc(C(=O)Cn2c(Br)nc3c2c(=O)n(C)c(=O)n3C)c1 | 6
COc1cccc(C2NC(=O)NC(C)=C2C(=O)Nc2ccc(OC)cc2OC)c1 (configuration not stated) | 4
CN(C1CCCCC1)S(=O)(=O)c1ccc(-n2cnnn2)cc1 | -2
C=CCOC(=O)C1=C(C)NC(=O)NC1c1ccccc1F (configuration not stated) | -4
C=CCOc1nc(N(C)C)nc(N(C)C)n1 | 2
O=C(Nc1ccc2nn(-c3ccc(Cl)cc3)nc2c1)c1cc2ccccc2o1 | -7
O=C(O)c1ccccc1Nc1cc(N2CCN(c3ccccn3)CC2)c2noc3c2c1C(=O)c1ccccc1-3 | -100
CCCCN(C(=O)CNC(=O)c1ccco1)C(C(=O)NC1CCCCC1)c1ccc(OC)cc1OC (configuration not stated) | -8
CCc1cccc(CC)c1N(COC)C(=O)CSc1nc2ccccc2[nH]1 | 12
COC(=O)C(NC(=O)c1ccc(OC)cc1)(Nc1ccc(Cl)cn1)C(F)(F)F (configuration not stated) | 7
O=[N+]([O-])c1ccc(Cl)c(-c2ncnn2-c2cccc(Cl)c2)c1 | -2
CCOC(=O)N1CCN(Cc2nc3c(c(=O)n(C)c(=O)n3C)n2Cc2cccc(C)c2)CC1 | -4
O=C1CN(C(=O)c2cccc(Cl)c2)C(c2ccccc2)c2cc(F)ccc2N1 (configuration not stated) | -8
CCCCN(CC)S(=O)(=O)c1ccc(C(=O)N=c2sc3cc([N+](=O)[O-])ccc3n2CC)cc1 | -13
CSc1nnc2c(n1)OC(c1ccc(C)cc1)N(C(C)=O)c1ccccc1-2 (configuration not stated) | -15
Cc1ccc(C(C)C)c(OCCn2cc(C(=S)N3CCOCC3)c3ccccc32)c1 | -6

Sorted by value in 14-3-3 PPI (falling): some entries from above.
Molecule,14-3-3 PPI
O=[N+]([O-])c1ccc(Cl)c(-c2ncnn2-c2cccc(Cl)c2)c1,-2
COc1ccc(Cc2nnc(NC(=O)c3cccc(NC(=O)C(C)C)c3)s2)cc1,-5
O=C1CN(C(=O)c2cccc(Cl)c2)C(c2ccccc2)c2cc(F)ccc2N1 (configuration not stated),-8
CSc1nnc2c(n1)OC(c1ccc(C)cc1)N(C(C)=O)c1ccccc1-2 (configuration not stated),-15

Further compounds follow:
SMILES | 14-3-3 PPI
CCN(CC)CCNC(=O)c1c(O)c2cc(OC)c(OC)cc2[nH]c1=O | -6
CCOc1ccc(-n2nc(C(=O)NCCOC)c3ccccc3c2=O)cc1 | 1
COc1ccc(C(=O)c2sc3nc4c(c(-c5ccco5)c3c2N)CCC4)cc1 | -96
Cc1ccc(N2C(=O)c3ccc(C(=O)OCC(=O)c4cccc([N+](=O)[O-])c4)cc3C2=O)cc1Cl | 4
O=C(CN1CCCC1)Nc1ccc(Oc2ccc(NC(=O)CN3CCCC3)cc2)cc1 | 1
Cc1ccc(-c2noc(-c3ccc(C)c([N+](=O)[O-])c3)n2)cc1 | 5
COC(=O)C1=C(C)N(C)C(=S)NC1c1ccc([N+](=O)[O-])cc1 (configuration not stated) | 0
COc1ccc(-c2cc3n(n2)CCc2nc4ccccc4n2-3)cc1 | -8
Cc1cc(NC(=O)NC(=O)c2ccc(F)cc2)n[nH]1 | -2
CCN(CCCNC(=O)c1ccc2c(c1)NC(=O)C(N1CCOCC1)S2)c1ccccc1 (configuration not stated) | -10
c1ccc(Cn2ncc3c(NCc4ccco4)ncnc32)cc1 | -11
O=C(CN(Cc1ccccc1F)S(=O)(=O)c1ccc(Cl)cc1)NCCCO | -1
O=C(O)CCCCCNC(=O)c1ccncc1 | -7
O=C(C1CCCN(Cc2ccncc2)C1)N1CCc2ccccc2C1 (configuration not stated) | -10&0
CCOc1ccc(Cn2c(=O)oc3ccc(C)cc32)cc1OC | -5
CCc1cccc(NC(=O)CCS(=O)(=O)c2cccc3nonc23)c1 | -6
CCCCn1c(=NC(C)=O)c(C#N)cc2c(=O)n3cccc(C)c3nc21 | -18
Cc1nn(CCCC(=O)NC2CCCCC2)c(C)c1[N+](=O)[O-] | 3
C=CCn1c(=O)c(C(=O)NC23CC4CC(CC(C4)C2)C3)c(O)c2ccccc21 | 4
Cc1ccc2c(c1)cc(CN(Cc1ccccc1)C(=O)N(C)C)c1nnnn12 | 1

Four records drawn at random from those above:
SMILES | 14-3-3 PPI
COc1cccc(C(=O)Cn2c(Br)nc3c2c(=O)n(C)c(=O)n3C)c1 | 6
CN(C1CCCCC1)S(=O)(=O)c1ccc(-n2cnnn2)cc1 | -2
CCCCN(C(=O)CNC(=O)c1ccco1)C(C(=O)NC1CCCCC1)c1ccc(OC)cc1OC (configuration not stated) | -8
C=CCOC(=O)C1=C(C)NC(=O)NC1c1ccccc1F (configuration not stated) | -4

(continued)
SMILES | 14-3-3 PPI
O=C(c1ccccc1)c1cc2ccccc2oc1=O | -6
Cc1cc(NC(=O)CCC(=O)N(c2ccccc2)C(C(=O)NCC2CCCO2)c2cccnc2)no1 (configuration not stated) | 0
COCCn1cc(C(=O)NCCCN2CCOCC2)c2c3ccccc3n(C)c2c1=O | 8
Cc1ccc(C(=O)CSc2nc(-c3ccccc3)ccc2C#N)cc1 | 1
COc1ccc(CNc2nc(-c3ccco3)cc(C(F)(F)F)n2)cc1 | -6
CC(CC(=O)O)NCC1COc2ccccc2O1 (configuration not stated) | -7
NC(CC(=O)O)c1cccc(OCc2ccccc2)c1 (configuration not stated) | 0&-4
CC(=O)Oc1cccc2ccc(C=Cc3ccc(F)cc3)nc12 | -11
COCCCn1c(SCc2ccccc2F)nc2c(sc3ccccc32)c1=O | 0
COc1ccc(CN/C(C)=C(/C#N)C(N)=O)cc1OC | 2
O=Nc1c(-c2c(O)[nH]c3ccccc23)[nH]c2ccccc12 | -150
CCSc1nnc(NC(=O)c2ccc([N+](=O)[O-])cc2)s1 | -111
Cc1occc1C(=O)N1CCCc2ccccc21 | 1
COc1ccc(OC)c2c1sc(=NC(=O)CN1C(=O)CCC1=O)n2C | 0
COc1cc(C(O)c2nc3ccccc3n2C)cc(OC)c1OC (configuration not stated) | -6&-8
COc1cccc(N2CCN(C(=O)C3CCCN(S(=O)(=O)c4ccc(Br)s4)C3)CC2)c1 (configuration not stated) | -14
CCN(c1ccc(F)cc1)S(=O)(=O)c1ccc2[nH]cc(C(=O)NC(C)(C)C)c(=O)c2c1 | -9
CCOc1cc(C2CC(=O)Nc3c2ccc2ccccc32)cc(Br)c1OCC (configuration not stated) | -3
Cc1cccc(OCCOCCN2CCOCC2)c1C | -3
O=C1CC(c2ccc(Cl)c(Cl)c2)CC(O)=C1C=NCCN1CCNCC1 (configuration not stated) | -6
O=C(CN1CCN(Cc2cccc(Cl)c2)C1=O)NCc1cccs1 | -5
CC1(C)CC(=O)c2sc(NC(=O)C3CC3)nc2C1 | -3&-6
CC1(C)Cc2c(c(=S)nc(-c3ccccc3)n2CCO)CO1 | -5
COc1ccc(-c2ccc3c(N)c(C(=O)Nc4cc(Cl)ccc4OC)sc3n2)cc1 | -61
COc1ccccc1C(=O)Oc1c(Sc2ccccc2)c(C)nn1C(C)(C)C | 1
CCOc1ccccc1C1CC(=O)NC2=C1C(=O)CCC2 (configuration not stated) | -1
COC(=O)CSc1nnc(CNC(=O)Cc2ccccc2)n1-c1ccccc1OC | 2
CCOc1cc2[nH]c(=S)n(CCCN3CCOCC3)c(=O)c2cc1OCC | -2&-3
CCc1ccc(NS(=O)(=O)c2ccc3[nH]cc(C(=O)NCCc4ccc(Cl)cc4)c(=O)c3c2)cc1 | -12
Cc1ccccc1Cn1c(N2CCC(C)CC2)nc2c1c(=O)n(C)c(=O)n2C | -3
COc1cccc(-n2cc(C(=O)NCCC(=O)Nc3cccc(Cl)c3)c3ccccc3c2=O)c1 | -1
Cc1cccc(-n2c(Cn3nc(C)c(Cl)c3C)n[nH]c2=S)c1 | 4
CCCCC1CCC(C(=O)Nc2c3c(nn2-c2ccc(Cl)cc2)CS(=O)(=O)C3)CC1 (configuration not stated) | -4
Cc1cc(OCc2nc(-c3cccnc3)no2)c(C)cc1Br | -3
C=CCNC(=O)C1CCN(S(=O)(=O)c2ccc(C)cc2)CC1 | 8
CC1CCCCN1CCNS(=O)(=O)c1cc(Br)cc2c1N(C(=O)C1CC1)CC2 (configuration not stated) | -31
O=C(Cn1cnc2scc(-c3ccccc3)c2c1=O)N1CCOCC1 | -8
CCc1cccc(C)c1NC(=O)c1cc2ccccc2o1 | 0
COC(=O)C1C(=O)c2c([nH]c(C(=O)OC3CCCC3C)c2C)CC1C (configuration not stated) | 0
COc1ccc(S(=O)(=O)N2CCCC(C(=O)Nc3ccc(NC(=O)c4ccccn4)cc3)C2)cc1 (configuration not stated) | -6
Cc1nn(-c2ccccc2)c2sc(C(=O)c3c(N)n(C)c(=O)n(C)c3=O)cc12 | -2
Cc1nn(C(C)(C)C)c(OC(=O)c2cccc(F)c2)c1Sc1ccccc1[N+](=O)[O-] | 6
CCOc1ccc(NC(=O)CN(c2ccc(OC)cc2)S(C)(=O)=O)cc1 | -5
COc1ccccc1CC(=O)Nc1ccc(OC)c(OC)c1 | 3
CCCc1nc2ccccc2c(=O)n1/N=C/c1ccc(O)cc1 | 2
CCCCCn1c(N2CCCC2)nc2c1c(=O)[nH]c(=O)n2C | -1
COC(=O)c1ccc(NC(=O)c2ccccc2Cl)cc1 | -19
CCn1cnc2sc(C(=O)Nc3cc(Sc4ccc(F)cc4)cc([N+](=O)[O-])c3)c(C)c2c1=O | -14
COc1ccc(OC)c(NC2c3ccccc3C(=O)N2Cc2ccc3c(c2)OCO3)c1 (configuration not stated) | -24
COc1cc2c(cc1OC)C(C(=O)NC1CCCCCC1)C(c1ccccc1F)N(C)C2=O (configuration not stated) | -11
CC(=O)N(Cc1cc(=O)[nH]c2ccccc12)c1ccccc1 | -8
COc1cccc(C2=NN(C(C)=O)C(c3cc4ccccc4nc3Cl)C2)c1OC (configuration not stated) | -3
Cc1cccc(OCc2nc3c4c5c(sc4ncn3n2)C(C)(C)NC(C)(C)C5)c1C | 0
CC1CCCN(Cc2c(O)ccc3c(=O)c(-c4ccc(Cl)cc4)coc23)C1 (configuration not stated) | -7
C=CCc1cccc(C=Nc2sc(C)c(C)c2C(=O)OCC)c1O | -16
Cc1ccccc1C(=O)Nc1ccc(C(=O)O)cc1NC(=O)c1ccccc1C | -16
O=C(O)CCc1ccc(-c2ccc(F)cc2)n1NC(=O)c1ccco1 | 1
CCn1c(-c2ccc3[nH]c(C)c(C)c3c2)n[nH]c1=S | -6&-2
CC(=O)C1C(=O)CC(C)(O)C(C(C)=O)C1c1ccc(N(C)C)cc1 (configuration not stated) | -10
COc1ccc(-c2noc(COc3ccc(C)c(C)c3)n2)cc1OC | 0
Later entries
SMILES | 14-3-3 PPI
COC(=O)c1ccc(CSc2n[nH]c(C)n2)o1 | 8
FC(F)(F)c1cccc(N2COc3ccc(Cl)cc3C2)c1 | -14
CCc1ccccc1NC(=O)c1cc2c(n(-c3ccc(Cl)cc3)c1=O)CC(C)(C)CC2=O | -2
O=C(NCCNCC(O)COc1ccc(O)cc1)N1CCOCC1 (configuration not stated) | 6
CCc1ccc(OCC(=O)N(C)CCC#N)c(Br)c1 | -3
COc1cccc(C2CC(c3cccs3)Nc3ncnn32)c1 (configuration not stated) | -7&-4
COC(=O)c1ccc(C2Oc3c(OC)cccc3C3CC(c4cccc(OC)c4)=NN32)cc1 (configuration not stated) | -2
CC(C)(C)c1ccc(C(=O)Nc2c(-c3ccccc3)nc3sccn23)cc1 | -7
CSc1nc2c(cc1C#N)C(=O)CC(C)(C)C2 | 0
COc1ccc(C=Nc2cccc(-c3cnc[nH]3)c2)cc1 | -8
NC(=O)CN1C(=O)C2C3C=CC(C3)C2C1=O (configuration not stated) | 0&-3
CCC(NC(=O)c1ccccc1NC(=O)c1ccco1)C(=O)NC1CCCCC1 (configuration not stated) | -1
Cc1c(=O)n(OCc2ccccn2)c2ccccc2[n+]1[O-] | 0
CCc1nc2ccccc2c(NC(=O)CN2CC(C)CC(C)C2)c1C (configuration not stated) | -13
Nc1c(C(=O)NCc2ccccc2Cl)nnn1-c1cccc(C(F)(F)F)c1 | -3
CCN(C(=O)c1c(Oc2ccc(F)cc2)nc(C)c(Cl)c1C)c1ccccc1 | 2
Cc1cc(C)nc(NS(=O)(=O)c2ccc(NC(=O)c3cc4ccccc4oc3=O)cc2)n1 | -4
CC1=C(C(=O)OCC(C)C)C(c2coc3ccccc3c2=O)C2=C(CC(c3cccs3)CC2=O)N1 (configuration not stated) | -5
COc1cccc(NC(c2ccccn2)c2ccc3cccnc3c2O)c1 (configuration not stated) | -2
O=C1C(=O)N(CCCN2CCOCC2)C(c2cccnc2)/C1=C(\O)c1ccc(F)cc1 (configuration not stated) | 1
O=C1CCCC2=C1C(c1ccc(OCc3ccc(C(=O)O)cc3)c(Cl)c1)C1=C(CCCC1=O)O2 | 27
Nc1cccc2c1C(=O)c1ccc(NC(=O)c3ccccc3)cc1C2=O | -21
O=C(COc1ccc(Cl)cc1)NCc1nnc(SCC(=O)N2CCCCC2)o1 | 5

Structural class, the compounds so far containing a cyano group (5)
SMILES | 14-3-3 PPI
CCCCn1c(=NC(C)=O)c(C#N)cc2c(=O)n3cccc(C)c3nc21 | -18
Cc1ccc(C(=O)CSc2nc(-c3ccccc3)ccc2C#N)cc1 | 1
COc1ccc(CN/C(C)=C(/C#N)C(N)=O)cc1OC | 2
CCc1ccc(OCC(=O)N(C)CCC#N)c(Br)c1 | -3
CSc1nc2c(cc1C#N)C(=O)CC(C)(C)C2 | 0
